Screens as filed in PubChem BioAssay.
TAAR1 agonist: agonists of human TAAR1; Q96RJ0; CHO RD-HGA16 TAAR1, Fluo-8 calcium fluorescence; vehicle wells 0%, saturating PEA agonist 100%; activation, % at 3 µM; 360,000 compounds, 0.99% hits;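 active = activation above the mean activation of all test compounds in the run plus 3 SD, cut at about 38% in these data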
Target sequence (Q96RJ0 whole entry, looked up): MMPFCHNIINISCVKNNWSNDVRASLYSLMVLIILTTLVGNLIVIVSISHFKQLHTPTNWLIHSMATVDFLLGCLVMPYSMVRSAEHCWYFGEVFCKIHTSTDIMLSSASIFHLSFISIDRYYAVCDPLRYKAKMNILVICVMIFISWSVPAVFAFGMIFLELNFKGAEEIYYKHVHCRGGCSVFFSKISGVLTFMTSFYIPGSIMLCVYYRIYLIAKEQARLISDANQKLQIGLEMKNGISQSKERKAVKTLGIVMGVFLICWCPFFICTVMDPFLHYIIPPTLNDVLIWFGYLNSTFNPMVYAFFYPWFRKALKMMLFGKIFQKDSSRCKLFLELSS
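Signal – calcium-sensitive Fluo-8 signal, excitation 470-495, emission 515-575 nm · System – RD-HGA16 (CHO) cells co-expressing Gα16 and hTAAR1 · Incubation – 17-24 h seeding, 75 min 37 °C dye, 30 min RT · Compound dosing – 3 µM single concentration · Repeats – no replicates (n 1)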
TAAR1 antagonist: human TAAR1 antagonism; inhibition, % at 3 µM; 360,000 compounds, 1.5% hits; CHO RD-HGA16 TAAR1, Fluo-8 calcium fluorescence, antagonist; AID 624466;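 active = inhibition above a per-plate cutoff, the mean inhibition of test compounds on that plate plus 3 SD, cut at about 49% in these data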;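 also: 0% = DMSO plus EC80 beta-PEA response and 100% = DMSO alone without agonist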
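Test system: hTAAR1-expressing CHO RD-HGA16 cells, Gα16-coupled; Probe or stimulus: EC80 β-phenethylamine stimulus; Compound dosing: single nominal final test compound concentration of 3 µM; Timing: 140 s kinetic read after compound, 140 s after agonist; Signal: Fluo-8 calcium-sensitive fluorescence; Measure: % inhibition of agonist calcium response; Controls: DMSO and EC80 PEA controls.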
M1 PAM parental: M1 PAM counterscreen hit in parental CHO-K1 cells | activation, % at 3 µM | AID 602247 | 360,000 compounds, 0.02% hits | ATP EC20, Fluo-8 calcium fluorescence; 0% at ATP EC20, 100% at ATP max;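 active = activation above the run cutoff, the mean activation of all test compounds plus 3 SD, cut at about 40% in these data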;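 also: peak over basal fluorescence ratio in a 140 s read after ATP addition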
CHO-K1 Ca antag: nonselective inhibitor or artifact in parental CHO-K1 cells; inhibition, % at 3 µM; AID 602250; 360,000 compounds, 0.6% hits; ATP-induced calcium, Fluo-8 fluorescence;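 active = inhibition above a per-plate cutoff, the plate's mean sample inhibition plus 3 SD, cut at about 24% in these data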;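 also: 0% = DMSO plus EC80 ATP and 100% = DMSO alone without ATP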
M1 antag: human CHRM1 antagonism; P11229; CHO-K1 hM1, Fluo-8 calcium fluorescence, ACh EC80 antagonist; inhibition, % at 3 µM; 360,000 compounds, 1.3% hits; AID 588852;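 active = percent inhibition above its own plate's cutoff, namely the mean of that plate's compound wells plus 3 SD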;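 also: peak over basal fluorescence ratio during 140 s after agonist addition; 0% = ACh EC80 plus DMSO and 100% = DMSO alone without agonist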
Target sequence (P11229 whole entry, looked up): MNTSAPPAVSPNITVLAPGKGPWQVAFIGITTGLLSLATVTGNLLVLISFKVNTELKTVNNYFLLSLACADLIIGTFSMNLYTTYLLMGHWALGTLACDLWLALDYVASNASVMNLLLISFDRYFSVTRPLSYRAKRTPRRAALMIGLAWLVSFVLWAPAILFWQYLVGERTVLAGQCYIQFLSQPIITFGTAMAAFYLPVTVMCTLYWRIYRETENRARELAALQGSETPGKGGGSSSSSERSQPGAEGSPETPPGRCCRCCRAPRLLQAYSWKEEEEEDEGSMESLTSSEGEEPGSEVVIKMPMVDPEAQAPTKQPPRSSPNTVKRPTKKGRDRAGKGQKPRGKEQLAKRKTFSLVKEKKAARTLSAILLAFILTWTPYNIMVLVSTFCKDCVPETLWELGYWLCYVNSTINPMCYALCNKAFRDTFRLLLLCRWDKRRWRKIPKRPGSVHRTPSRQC
CHRM1 agonist: activates human CHRM1 receptor; 360,000 compounds, 0.33% hits; activation, % at 3 µM; CHO-K1 hM1, Fluo-8 calcium fluorescence, agonist mode; 0% DMSO, 100% acetylcholine EC100; AID 588814;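 active = activation above the run's mean compound activation plus 3 SD, cut at about 16% in these data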;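 also: peak over basal fluorescence ratio within a 140 s kinetic read after compound addition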
CHO-K1 Ca ag: nonselective activator or artifact in parental CHO-K1 cells; Fluo-8 calcium fluorescence; scaled to maximal ATP response, vehicle zero; activation, % at 3 µM; 360,000 compounds, 0.48% hits; in the data active = activation above about 15%;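 also: untransfected CHO-K1 host cells lacking M1 receptor as counterscreen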
CHO parental Ca: signal in parental CHO cells, OX1R antagonist counter-screen. parental CHO-K1, ATP-induced calcium, Fluo-8 fluorescence. inhibition, % at 5.6 µM. 330,000 compounds, 0.63% hits. AID 463079;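 active = inhibition above that plate's mean sample inhibition plus 3 SD, cut at about 26% in these data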;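 also: 0% = ATP-challenged DMSO wells and 100% = DMSO wells without ATP; some compounds past the cut are filed as inactive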
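test system = CHO parental line | reagent = ATP stimulus | measured by = intracellular calcium via Fluo-8 no-wash fluorescent dye | control set = ATP and no-ATP DMSO wells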
M1 PAM: potentiates human M1 receptor response to acetylcholine; 360,000 compounds, 0.088% hits; activation, % at 3 µM; P11229; CHO-K1 hM1, Fluo-8 calcium fluorescence, ACh EC20; 0% = ACh EC20, 100% = maximal ACh; AID 588819; in the data active = activation above about 19%, passing the limit was not always enough
An asterisk follows results filed as active. Outcome played no part in choosing rows. About 4.4% of those tested had a hit in this group.

S=C(NCc1ccco1)N/N=C/c1ccncc1 was read as TAAR1 agonist 1, TAAR1 antagonist 9, M1 PAM parental -20, CHO-K1 Ca antag 5, M1 antag -5, CHRM1 agonist -2, CHO-K1 Ca ag 0.5, CHO parental Ca -8 and M1 PAM 1.
Cc1ccc(CCC(=O)Nc2ccccc2C(=O)O)o1 was read as TAAR1 agonist 3, TAAR1 antagonist -26, M1 PAM parental -9, CHO-K1 Ca antag -1, M1 antag 5, CHRM1 agonist -1, CHO-K1 Ca ag -1.1, CHO parental Ca -3 and M1 PAM -3.
Screening C=CCN=C1SCC(=O)N1S(=O)(=O)c1ccc(C)cc1 returned TAAR1 agonist 2, TAAR1 antagonist -8, M1 PAM parental 1, CHO-K1 Ca antag 0, M1 antag 14, CHRM1 agonist -4, CHO-K1 Ca ag 0.8, CHO parental Ca -14 and M1 PAM 0.
For O=C(NCc1ccccc1Cl)c1ccc(-c2ccccc2)cc1 the results were TAAR1 agonist 6, TAAR1 antagonist -13, M1 PAM parental -15, CHO-K1 Ca antag 16, M1 antag 2, CHRM1 agonist 0, CHO-K1 Ca ag -0.4, CHO parental Ca -8 and M1 PAM 4.
Cc1cc(C(=O)N/N=C/c2cccn2C)no1 was read as TAAR1 agonist 5, TAAR1 antagonist -16, M1 PAM parental 17, CHO-K1 Ca antag -5, M1 antag 6, CHRM1 agonist -3, CHO-K1 Ca ag -0.1, CHO parental Ca -4 and M1 PAM 5.
CCc1nc(N2CCCC(C)C2)c2oc3ccccc3c2n1 (stereo not drawn) was read as TAAR1 agonist 13, TAAR1 antagonist -4, M1 PAM parental 22, CHO-K1 Ca antag -10, M1 antag 7, CHRM1 agonist -5, CHO-K1 Ca ag 4.7, CHO parental Ca -37 and M1 PAM -7.
CON/C=C(\C=Nc1ccc(Cl)cc1)c1ncc(C(F)(F)F)cc1Cl was read as TAAR1 agonist 2, TAAR1 antagonist -7, M1 PAM parental 15, CHO-K1 Ca antag -7, M1 antag -11, CHRM1 agonist -6, CHO-K1 Ca ag 0.1, CHO parental Ca -2 and M1 PAM 10.
`Cc1[nH]c2ccccc2c1C(=O)CN1CCSCC1` gave TAAR1 agonist 4, TAAR1 antagonist -3, M1 PAM parental 6, CHO-K1 Ca antag 1, M1 antag 2, CHRM1 agonist -3, CHO-K1 Ca ag 0.2, CHO parental Ca -13 and M1 PAM 10.
For COc1ccc(S(=O)(=O)N2CCOCC2)cc1NC(=O)c1ccc2c(c1)OCO2 the results were TAAR1 agonist 3, TAAR1 antagonist 0, M1 PAM parental 1, CHO-K1 Ca antag -8, M1 antag -5, CHRM1 agonist -2, CHO-K1 Ca ag 2.3, CHO parental Ca -10 and M1 PAM 6.
C1CCCC(NC2=NCCO2)CCC1 was read as M1 PAM parental -8, CHO-K1 Ca antag -9, M1 antag -5, CHRM1 agonist 1, CHO-K1 Ca ag 0.8, CHO parental Ca -10 and M1 PAM 6.
CCOC(=O)c1csc(Nc2nc3ccc(F)cc3s2)n1 was read as TAAR1 agonist 21, TAAR1 antagonist 41, M1 PAM parental 18, CHO-K1 Ca antag -11, M1 antag 9, CHRM1 agonist -2, CHO-K1 Ca ag 0.7, CHO parental Ca 27 and M1 PAM 0.
For COc1cccc(-c2nnn(CCc3nn[nH]n3)n2)c1 the results were TAAR1 agonist 2, TAAR1 antagonist 6, M1 PAM parental 12, CHO-K1 Ca antag 0, M1 antag -10, CHRM1 agonist -1, CHO-K1 Ca ag 0.9, CHO parental Ca 13 and M1 PAM 5.
`CC1=NN(C(=O)CCCc2ccccc2)C(O)(C(F)(F)F)C1` (stereo not drawn) gave TAAR1 agonist -1, TAAR1 antagonist -12, M1 PAM parental 13, CHO-K1 Ca antag -10, M1 antag -5, CHRM1 agonist -1, CHO-K1 Ca ag 0.3, CHO parental Ca -8 and M1 PAM 5.
For CCOC(=O)N1CCN(C(=O)c2ccc(NC(=O)CC)cc2)CC1 the results were TAAR1 agonist 5, TAAR1 antagonist 0, M1 PAM parental 17, CHO-K1 Ca antag -3, M1 antag -6, CHRM1 agonist -2, CHO-K1 Ca ag 0.6, CHO parental Ca 4 and M1 PAM 10.
For O=C(Nc1cccc(NC(=O)c2cccs2)c1)c1ccc2c(c1)OCO2 the results were TAAR1 agonist 8, TAAR1 antagonist 19, M1 PAM parental 10, CHO-K1 Ca antag -11, M1 antag -12, CHRM1 agonist 0, CHO-K1 Ca ag 2.6, CHO parental Ca -30 and M1 PAM 8.
`O=C(O)CC(NC(=O)C12CC3CC(CC(C3)C1)C2)c1ccc2c(c1)OCO2` (stereo not drawn) gave TAAR1 agonist 5, TAAR1 antagonist 8, M1 PAM parental 21, CHO-K1 Ca antag -5, M1 antag -4, CHRM1 agonist -6, CHO-K1 Ca ag 0.4, CHO parental Ca -4 and M1 PAM 15.
Screening CCOC(=O)c1sc2nc(C)cc(-c3ccccc3)c2c1N returned TAAR1 agonist 2, TAAR1 antagonist -9, M1 PAM parental -3, CHO-K1 Ca antag -5, M1 antag -1, CHRM1 agonist -12, CHO-K1 Ca ag -0.3, CHO parental Ca -22 and M1 PAM -11.
Screening N#Cc1nc(-c2cccc3ccccc23)oc1N1CCCCC1 returned TAAR1 agonist 0, TAAR1 antagonist 4, M1 PAM parental 8, CHO-K1 Ca antag -3, M1 antag 6, CHRM1 agonist -3, CHO-K1 Ca ag 0.1, CHO parental Ca 11 and M1 PAM 0.
O=C(c1cc(-c2ccccc2)n[nH]1)N1CCN(S(=O)(=O)c2ccccc2)CC1 was read as TAAR1 agonist 3, TAAR1 antagonist 5, M1 PAM parental 10, CHO-K1 Ca antag 7, M1 antag 0, CHRM1 agonist -6, CHO-K1 Ca ag 2.8, CHO parental Ca -9 and M1 PAM -4.
Screening O=C(CSc1cccc2cccnc12)N/N=C/c1ccc(O)cc1 returned TAAR1 agonist 9, TAAR1 antagonist 35, M1 PAM parental 7, CHO-K1 Ca antag 1, M1 antag 3, CHRM1 agonist 1, CHO-K1 Ca ag 5.2, CHO parental Ca -13 and M1 PAM 9.
For COc1cc(/C=C2/C(=N)N3C=CSC3=NC2=O)ccc1OCCCOc1c(C)cccc1C the results were TAAR1 agonist 0, TAAR1 antagonist 44, M1 PAM parental 25, CHO-K1 Ca antag -24, M1 antag 7, CHRM1 agonist -6, CHO-K1 Ca ag 1.9, CHO parental Ca -19 and M1 PAM -6.
CC1CN(C(=O)c2cc3cc(Cl)cc(Cl)c3oc2=O)CC(C)O1 (stereo not drawn) was read as TAAR1 agonist 4, TAAR1 antagonist -10, M1 PAM parental 17, CHO-K1 Ca antag -13, M1 antag -19, CHRM1 agonist -3, CHO-K1 Ca ag 0.1, CHO parental Ca -3 and M1 PAM 5.
`Cc1ccccc1N1CCN(C(=S)c2ccc(-c3cccc([N+](=O)[O-])c3)o2)CC1` gave TAAR1 agonist 10, TAAR1 antagonist -18, M1 PAM parental 28, CHO-K1 Ca antag -25, M1 antag -12, CHRM1 agonist -3, CHO-K1 Ca ag 0.0, CHO parental Ca -3 and M1 PAM 9.
Screening CCOC(=O)C1=C(C)NC(=O)N(C(C)=O)C1c1ccc(Cl)cc1 (stereo not drawn) returned TAAR1 agonist 11, TAAR1 antagonist 31, M1 PAM parental 3, CHO-K1 Ca antag -17, M1 antag 1, CHRM1 agonist 0, CHO-K1 Ca ag 1.3, CHO parental Ca -14 and M1 PAM 4.

Three records picked at random from those above:
`Cc1[nH]c2ccccc2c1C(=O)CN1CCSCC1` gave TAAR1 agonist 4, TAAR1 antagonist -3, M1 PAM parental 6, CHO-K1 Ca antag 1, M1 antag 2, CHRM1 agonist -3, CHO-K1 Ca ag 0.2, CHO parental Ca -13 and M1 PAM 10.
For COc1cccc(-c2nnn(CCc3nn[nH]n3)n2)c1 the results were TAAR1 agonist 2, TAAR1 antagonist 6, M1 PAM parental 12, CHO-K1 Ca antag 0, M1 antag -10, CHRM1 agonist -1, CHO-K1 Ca ag 0.9, CHO parental Ca 13 and M1 PAM 5.
CCc1nc(N2CCCC(C)C2)c2oc3ccccc3c2n1 (stereo not drawn) was read as TAAR1 agonist 13, TAAR1 antagonist -4, M1 PAM parental 22, CHO-K1 Ca antag -10, M1 antag 7, CHRM1 agonist -5, CHO-K1 Ca ag 4.7, CHO parental Ca -37 and M1 PAM -7.

(listing goes on)
CCOc1ccccc1C(=O)Nc1cccc(-c2ccc(N3CCOCC3)nn2)c1 was read as TAAR1 agonist 10, TAAR1 antagonist 47, M1 PAM parental -1, CHO-K1 Ca antag 0, M1 antag 6, CHRM1 agonist -3, CHO-K1 Ca ag 5.0, CHO parental Ca -14 and M1 PAM -2.
C=CCn1nc(-c2ccccc2)cc1C(=O)OCC was read as TAAR1 agonist 3, TAAR1 antagonist -28, M1 PAM parental -4, CHO-K1 Ca antag -8, M1 antag 5, CHRM1 agonist -9, CHO-K1 Ca ag -0.8, CHO parental Ca -2 and M1 PAM 3.
COc1ccc(CNC(=O)C2CCN(S(=O)(=O)c3c(C)noc3/C=C/N(C)C)CC2)cc1 was read as M1 PAM parental 20, CHO-K1 Ca antag 0, M1 antag -14, CHRM1 agonist 3, CHO-K1 Ca ag -0.4, CHO parental Ca 2 and M1 PAM 9.
CCC(C)C(NC(=O)c1ccccc1NC(=O)c1ccccc1)C(=O)N1CCOCC1 (stereo not drawn) was read as TAAR1 agonist 3, TAAR1 antagonist -14, M1 PAM parental 20, CHO-K1 Ca antag -5, M1 antag -3, CHRM1 agonist -3, CHO-K1 Ca ag 1.1, CHO parental Ca -13 and M1 PAM 4.
`COCCOC(=O)c1cc(C(=O)c2cc(F)ccc2O)coc1=N` gave TAAR1 agonist 3, TAAR1 antagonist 10, M1 PAM parental 12, CHO-K1 Ca antag 4, M1 antag -13, CHRM1 agonist 0, CHO-K1 Ca ag 0.6, CHO parental Ca -12 and M1 PAM -1.
For COc1cccc(NC(=O)COC(=O)COc2cccc3c2OC(C)(C)C3)c1 the results were TAAR1 agonist -1, TAAR1 antagonist -7, M1 PAM parental 8, CHO-K1 Ca antag 0, M1 antag -2, CHRM1 agonist -2, CHO-K1 Ca ag 4.0, CHO parental Ca 24 and M1 PAM 2.
Screening CCOc1ccc(/C=N/Nc2ccc(Cl)nn2)c(O)c1 returned TAAR1 agonist 2, TAAR1 antagonist -12, M1 PAM parental 16, CHO-K1 Ca antag -12, M1 antag -2, CHRM1 agonist -3, CHO-K1 Ca ag 1.2, CHO parental Ca 5 and M1 PAM 4.
For COc1ccccc1P(=O)(Cc1ccccc1[N+](=O)[O-])c1ccccc1 (stereo not drawn) the results were TAAR1 agonist 4, TAAR1 antagonist -25, M1 PAM parental 7, CHO-K1 Ca antag -6, M1 antag -7, CHRM1 agonist -4, CHO-K1 Ca ag 0.3, CHO parental Ca -14 and M1 PAM 6.
